Source: PubChem (The Scripps Research Institute Molecular Screening Center)
PAFAH2 inh: PAFAH2 enzyme inhibitors, primary screen, biochemical, fluorescence polarization, human; Platelet-activating factor acetylhydrolase 2, cytoplasmic (Homo sapiens), Q99487; recombinant PAFAH2, FP-rhodamine activity probe; 340,000 compounds, 0.99% hits; inhibition, % at 3.39 µM;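 active = inhibition above the mean over all tested compounds plus 3 SD, cut at about 30% in these data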;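 also: inhibitors block probe labeling of enzyme so polarization drops; 0% = enzyme with DMSO and 100% = wells lacking PAFAH2 protein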
pPAFAH FP inh: pPAFAH enzyme inhibitors, primary screen, biochemical, fluorescence polarization, human | recombinant pPAFAH, FP-rhodamine probe fluorescence polarization | inhibition, % at 3.39 µM | Platelet-activating factor acetylhydrolase (Homo sapiens), Q13093 | 330,000 compounds, 1.5% hits | AID 463082, 2010;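 active = inhibition above the mean inhibition across the screen plus 3 SD, cut at about 25% in these data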;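 also: inhibitors block binding of the rhodamine activity-based probe so polarization drops; 0% = enzyme with DMSO and 100% = wells lacking pPAFAH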
GSTO1 inh: inhibitors of recombinant GSTO1, primary screen, counter-screen for RBBP9 inhibitor project, biochemical, fluorescence polarization; 300,000 compounds, 1.1% hits; activity-based probe fluorescence polarization; Glutathione S-transferase omega-1 (Homo sapiens), P78417; inhibition, % at 5.96 µM;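 active = inhibition above the campaign mean inhibition plus 3 SD, cut at about 35% in these data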;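 also: 0% = GSTO1-1 with DMSO and 100% = wells lacking GSTO1-1 enzyme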
Target sequence (P78417 whole entry, looked up): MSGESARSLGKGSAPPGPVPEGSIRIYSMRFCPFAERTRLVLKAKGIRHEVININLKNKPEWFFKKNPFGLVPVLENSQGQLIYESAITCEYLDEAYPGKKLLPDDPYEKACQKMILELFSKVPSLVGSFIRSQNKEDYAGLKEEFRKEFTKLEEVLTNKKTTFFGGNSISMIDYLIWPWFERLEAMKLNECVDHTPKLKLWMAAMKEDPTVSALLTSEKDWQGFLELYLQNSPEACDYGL
PME-1 inh: PME-1 inhibitors via competitive probe labeling, primary screen, biochemical, fluorescence polarization, FP-Rh probe, HTS; 320,000 compounds, 0.53% hits; inhibition, % at 5.9 µM; Protein phosphatase methylesterase 1 (Homo sapiens), Q9Y570; recombinant PME-1;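 active = inhibition above the campaign mean of all compounds plus 3 SD, cut at about 26% in these data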;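 also: competitive labeling of PME-1 active site by serine hydrolase directed probe; 0% = PME-1 with DMSO and 100% = wells lacking PME-1 enzyme; inhibitors block probe labeling so polarization falls and inhibition rises; many of its hits are not listed in these tables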
LYPLA1 inh: LYPLA1 inhibitors, primary screen, counter-screen for PME1 inhibitor project, biochemical, fluorescence polarization, FP-Rh probe ABPP; inhibition, % at 5.9 µM; recombinant LYPLA1; 320,000 compounds, 0.16% hits; Acyl-protein thioesterase 1 (Homo sapiens), O75608;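 active = inhibition above the mean of all tested compounds plus 3 SD, set per campaign, cut at about 14% in these data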;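 also: inhibitors block serine hydrolase probe labeling of LYPLA1 so polarization falls; 0% = enzyme with DMSO and 100% = wells lacking LYPLA1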
PAFAH1B2 FP inh: PAFAH1B2 enzyme inhibitors, primary screen, biochemical, fluorescence polarization, human | inhibition, % at 3.39 µM | 340,000 compounds, 1.2% hits | Platelet-activating factor acetylhydrolase IB subunit alpha2 (Homo sapiens), P68402 | recombinant PAFAH1B2, FP-rhodamine activity probe;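 active = inhibition above the mean of all tested compounds plus 3 SD, cut at about 24% in these data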;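 also: 0% = enzyme with DMSO and 100% = wells lacking PAFAH1B2; many of its hits are not listed in these tables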
PAFAH1B3 inh: PAFAH1B3 enzyme inhibitors, primary screen, biochemical, fluorescence polarization, human. Platelet-activating factor acetylhydrolase IB subunit alpha1 (Homo sapiens), Q15102. 340,000 compounds, 0.28% hits. recombinant PAFAH1B3, FP-rhodamine probe. inhibition, % at 3.39 µM;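 active = inhibition above the screen-wide average of all tested compounds plus 3 SD, cut at about 25% in these data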;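 also: 0% = enzyme with DMSO only and 100% = wells lacking PAFAH1B3 protein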
Fam108B inh: mouse Fam108B serine hydrolase inhibitors, primary screen, counter-screen for RBBP9 inhibitor project, biochemical, fluorescence polarization; inhibition, % at 9.51 µM; 300,000 compounds, 0.33% hits; recombinant Fam108B, FP-Rh probe fluorescence polarization;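 active = inhibition above the screen mean inhibition plus 3 SD, computed separately per campaign, cut at about 18% in these data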;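 also: inhibitors lower polarization as less probe binds the enzyme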
PAD4 inh: human PAD4 inhibitors, primary screen, biochemical, fluorescence polarization, 1536-well format; Protein-arginine deiminase type-4 (Homo sapiens), Q9UM07; recombinant PAD4, RCA probe fluorescence polarization; inhibition, % at 6.36 µM; 330,000 compounds, 0.41% hits; AID 485272, 2010;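 active = percent inhibition above a cutoff equal to the mean of all tested compounds plus 3 SD, cut at about 15% in these data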;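 also: 0% = PAD4 with RCA probe and DMSO and 100% = probe without PAD4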
Target sequence (Q9UM07 whole entry, looked up): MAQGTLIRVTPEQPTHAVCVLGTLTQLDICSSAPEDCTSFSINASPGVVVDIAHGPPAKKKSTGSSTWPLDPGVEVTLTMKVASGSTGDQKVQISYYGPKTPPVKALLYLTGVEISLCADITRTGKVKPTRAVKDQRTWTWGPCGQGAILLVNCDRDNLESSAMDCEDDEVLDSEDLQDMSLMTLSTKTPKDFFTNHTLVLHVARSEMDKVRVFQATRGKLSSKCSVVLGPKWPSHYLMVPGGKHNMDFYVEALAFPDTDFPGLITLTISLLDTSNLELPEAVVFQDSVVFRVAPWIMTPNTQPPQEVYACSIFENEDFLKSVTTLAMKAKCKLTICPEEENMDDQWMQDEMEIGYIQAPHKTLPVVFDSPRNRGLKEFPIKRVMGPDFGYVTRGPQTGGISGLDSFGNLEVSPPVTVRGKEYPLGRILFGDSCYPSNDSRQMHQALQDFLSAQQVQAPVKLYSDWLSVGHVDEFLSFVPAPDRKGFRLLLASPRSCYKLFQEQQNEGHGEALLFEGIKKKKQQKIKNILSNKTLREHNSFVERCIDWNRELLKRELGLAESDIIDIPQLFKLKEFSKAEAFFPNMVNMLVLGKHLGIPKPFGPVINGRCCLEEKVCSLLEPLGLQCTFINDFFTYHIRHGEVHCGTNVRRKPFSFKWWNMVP
Numbers without * were called inactive; . = not tested or not shown. Some of the compounds tested; rates above refer to the full screens.

SMILES | PAFAH2 inh | pPAFAH FP inh | GSTO1 inh | PME-1 inh | LYPLA1 inh | PAFAH1B2 FP inh | PAFAH1B3 inh | Fam108B inh | PAD4 inh
Cc1ccc(S(=O)(=O)N2CCOCCOCCOCCOCCOCC2)cc1 | -6 | -6 | 1 | -7 | 2 | -1 | -2 | 4 | 3
O=S(=O)(c1ccc(Cl)cc1)N1CCn2c1nc1ccccc12 | 0 | 0 | -2 | 2 | -4 | 3 | 0 | 1 | -1
Cc1ccccc1OC(=O)CCC(=O)OCCCC(F)(F)C(F)(F)F | 4 | 6 | 4 | -4 | 0 | 2 | 0 | 1 | -3
Cn1c(=O)oc2cc(S(=O)(=O)N3CCCC(C(=O)NC4CCCc5ccccc54)C3)ccc21 (centres undefined) | -2 | 1 | 0 | 21 | -1 | 3 | 5 | 0 | -5
CN(C)S(=O)(=O)c1cccc(NC(=O)NCCCl)c1 | 1 | 1 | -3 | 7 | 0 | 0 | -1 | -3 | 1
Cc1c(C(=O)Nc2ccc(Cl)cc2)c2ccccn2c1CCc1ccncc1 | 4 | 5 | 3 | -1 | 0 | 1 | -2 | -1 | -4
COc1ccc(CNCc2ccc(F)cc2)c(OC)c1 | 5 | 8 | 2 | -5 | -2 | 5 | 10 | 1 | -2
CCOC(=O)C1=C(C)NC(=O)NC1c1ccc(OCC(=O)Nc2ccccc2)c(OC)c1 (centres undefined) | -2 | 6 | -5 | 4 | 0 | -6 | 1 | -2 | 0
CCC/C(=N/NC(=O)c1csc(C)c1C)c1ccc(Cl)s1 | 9 | 5 | 4 | 0 | -1 | -2 | 6 | -1 | 0
COC(=O)c1ccc(Cn2nc(C(F)(F)F)cc2C)cc1 | 3 | 6 | -5 | 5 | 3 | -1 | -11 | 0 | 4

Taken from the results shown, 2 compounds:
SMILES | PAFAH2 inh | pPAFAH FP inh | GSTO1 inh | PME-1 inh | LYPLA1 inh | PAFAH1B2 FP inh | PAFAH1B3 inh | Fam108B inh | PAD4 inh
Cc1ccc(S(=O)(=O)N2CCOCCOCCOCCOCCOCC2)cc1 | -6 | -6 | 1 | -7 | 2 | -1 | -2 | 4 | 3
O=S(=O)(c1ccc(Cl)cc1)N1CCn2c1nc1ccccc12 | 0 | 0 | -2 | 2 | -4 | 3 | 0 | 1 | -1

(cont.)
SMILES | PAFAH2 inh | pPAFAH FP inh | GSTO1 inh | PME-1 inh | LYPLA1 inh | PAFAH1B2 FP inh | PAFAH1B3 inh | Fam108B inh | PAD4 inh
O=S(=O)(c1cccc2nsnc12)N1CCCC1 | 5 | -7 | 6 | 1 | 0 | 3 | 2 | 1 | 1
C#CCNC(=O)C1=C[C@@H](c2cn(C(C)=O)c3ccccc23)C[C@@H](OCc2ccc(CO)cc2)O1 | 6 | 8 | -7 | -1 | -1 | 1 | 2 | -2 | -9
Cn1c(=O)c2c(ncn2Cc2nnc(N)s2)n(C)c1=O | 0 | -1 | -2 | -5 | 0 | 5 | 6 | -4 | -9
Oc1cc2c(cc1CN1CCc3ccccc3C1)OCO2 | 0 | -1 | 5 | 1 | 2 | -1 | -11 | -3 | -1
O=c1c(Cc2c(F)cccc2Cl)c(O)ccn1CCCN1CCOCC1 | 4 | 1 | 13 | 0 | -5 | 1 | -1 | 1 | 1
O=C(O)c1ccc(-n2cccc2/C=N\NC(=O)c2cc3cc(Br)ccc3o2)cc1 | 26 | 48* | 4 | -17 | 2 | 3 | 12 | 13 | -4
COc1ccc(C(=O)N/C(N)=N/c2nc3ccccc3o2)cc1 | -10 | 4 | 5 | -12 | -2 | -5 | 2 | -9 | -2
COC(=O)c1ccccc1NC(=O)Nc1nnc(N2CCCCC2C)s1 (centres undefined) | 6 | -1 | 0 | 0 | -3 | 1 | -10 | 2 | 0
Cc1ccc(/C(O)=C2/C(=O)C(=O)N(CCN3CCOCC3)C2c2ccccn2)cc1 (centres undefined) | 0 | 4 | 6 | -2 | 0 | 5 | 3 | 0 | 0
O=C(Cn1ncn2c(cc3ccccc32)c1=O)NCCC1=CCCCC1 | 2 | 2 | 4 | -5 | -3 | 8 | 3 | 3 | -1
COc1ccc(C(=O)Nc2nc3cc(OC)c(OC)cc3c(=O)[nH]2)cc1 | -2 | -2 | 4 | -17 | -1 | 1 | -5 | -5 | 5
CNS(=O)(=O)c1cccc(C(=O)OCC(=O)N(Cc2ccccc2)C(C)(C)C)c1 | 0 | 5 | 4 | -3 | -2 | 5 | 0 | 1 | 7
Cc1nc2ccc(NC(=O)c3ccc(S(=O)(=O)N(C)c4ccccc4)cc3)cc2s1 | -76 | -1 | -19 | -38 | -33 | -13 | -11 | -25 | -1
Cc1cc(C(=O)N2CCN(c3ccccc3Cl)CC2)c(C)o1 | 0 | 4 | . | . | . | 1 | 6 | . | 1
CC12CN(S(=O)(=O)c3ccccc3)CC(C)(CN(S(=O)(=O)c3ccccc3)C1)C2 | 3 | 4 | 10 | -3 | -1 | -2 | 5 | 2 | -6
Cc1cnc(CNC(=O)CC2C(=O)NCCN2Cc2ccccc2C(F)(F)F)cn1 (centres undefined) | -2 | -4 | 2 | 5 | 1 | 4 | -1 | 0 | -3
CCCOc1ccccc1NC(=O)/C=C/C(N)=O | 7 | 3 | 6 | -8 | -1 | 2 | 9 | 0 | -1
Cc1ccc(Cl)cc1NC(=O)CSc1nncn1-c1ccccn1 | 3 | 5 | 6 | 0 | 1 | 1 | 7 | -4 | 3
CC(C)(C)NC(=S)NNC(=O)c1ccccc1Cl | 5 | 10 | -3 | 2 | -1 | -2 | 8 | 4 | 2
CCOc1ccc(S(=O)(=O)N2Cc3ccccc3CC2C(=O)NCCCn2ccnc2)cc1 (centres undefined) | -11 | 2 | -13 | 2 | 1 | 3 | 2 | -3 | 3
Cc1cc(C)n(/C(=C\N(C)C)C(=O)c2cccc([N+](=O)[O-])c2)n1 | -1 | 3 | 4 | -1 | 0 | 0 | 9 | 2 | -4
CNc1ccc([N+](=O)[O-])cc1 | 5 | 1 | . | 0 | 2 | -2 | 7 | . | 0
Cc1cccc(OCc2nnc(SCC(=O)Nc3cccc(C(=O)N4CCOCC4)c3)n2C)c1 | -5 | -2 | 4 | -7 | -6 | 4 | 0 | 4 | 11
COc1ccc(Cl)cc1NC(=O)C(C)N(C)Cc1cccc(Cl)c1Cl (centres undefined) | -1 | -2 | 5 | -2 | -2 | 0 | 6 | -2 | 2
O=S(=O)(c1ccc2c(c1)N(Cc1ccc(Cl)cc1)C1CCCN21)N1CCOCC1 (centres undefined) | 1 | 3 | -4 | -4 | -5 | -4 | -5 | 1 | -2
Cc1nn(CC(=O)Nc2nnc(CC(=O)N3CCCC3)s2)c(=O)c2ccccc12 | 9 | 0 | 4 | 1 | 4 | 5 | 2 | -1 | 0
CCOC(=O)N1CCN(CCC(=O)Nc2cccc(Cl)c2C)CC1 | 2 | 5 | 3 | -2 | 0 | 4 | 12 | 0 | -2
COC(=O)[C@@]12CCCCN1[C@H](c1ccc(-c3ccc(F)cc3)c(OC)c1)[C@H]1C(=O)N(C)C(=O)[C@H]12 | 10 | 0 | . | . | . | 4 | -3 | . | 0
O=c1c2ccccc2nnn1CSc1nnc2ccccn12 | 1 | -5 | 9 | -1 | -4 | 9 | 8 | -1 | -4
Cc1ccc(C(=O)NC(C)CCc2ccccc2)cc1[N+](=O)[O-] (centres undefined) | -7 | 6 | -4 | -2 | 0 | 3 | -2 | -2 | 5
CC1CCCN(C2=C(Cl)C(=O)N(c3cccc(Cl)c3)C2=O)C1 (centres undefined) | 2 | 0 | 17 | -5 | -3 | 0 | 6 | 3 | -4
COc1ccc(CC(=O)Nc2cccc(/C(C)=N/NC(=O)C3(C)CC3(Br)Br)c2)cc1 (centres undefined) | -1 | 5 | -5 | 2 | -2 | 3 | -3 | 0 | 3
O=C(C[C@H]1C/C=C\CC[C@H](Cc2ccc(F)cc2)C(=O)OC[C@@H](Cc2c[nH]c3ccccc23)NC1=O)NCCO | -4 | 3 | . | . | . | 7 | 7 | . | 2
O=C(COc1ccc(S(=O)(=O)NCCc2ccccc2)cc1)N1CCCC1 | 1 | 27* | 11 | 2 | -2 | 3 | 7 | 3 | -6
COc1ccc(S(=O)(=O)N2CCN(CC(=O)NCC3(N4CCOCC4)CCCCC3)CC2)cc1 | 6 | -4 | . | 4 | 0 | 6 | 12 | . | -2
COC(=O)c1cc2nc(-c3ccccc3)cc(C)n2n1 | 8 | 3 | 2 | 7 | 2 | 1 | -1 | -2 | -2
CC(C)Cc1ccc(S(=O)(=O)NCC2CCCO2)cc1 (centres undefined) | 5 | 8 | 3 | -1 | -3 | -1 | -3 | -2 | -5
C/C(N)=C(/C#N)C(=O)CN1CCCCC1 | 6 | 6 | 10 | 0 | 3 | 0 | 13 | 1 | 3
Cc1occc1-c1nnc(SCC(=O)NC2CC2)n1C(C)C | -4 | 2 | -1 | 8 | 3 | -2 | -1 | 1 | 2
COc1cc(CCC(=O)OCC(=O)Nc2ccccc2C(C)C)cc(OC)c1OC | 8 | 4 | 2 | 3 | -4 | 3 | 4 | 1 | -4
Cc1c(C(=O)NCc2ccc3c(c2)OCO3)sc2nc(-c3ccccc3)cn12 | -10 | 4 | -14 | -10 | -7 | -5 | 6 | -3 | 1
Nc1ccc(Nc2ccccc2)cc1 | -2 | 10 | 32 | 0 | 1 | 2 | -1 | 7 | 21*
CCc1ccccc1N1CC(C(=O)Nc2cc(S(=O)(=O)N3CCCC3)ccc2Cl)CC1=O (centres undefined) | 8 | 12 | . | 17 | -2 | 6 | -4 | . | 1
O=[N+]([O-])c1ccc(-n2nnnc2CN2CCOCC2)cc1 | 6 | 3 | 3 | -2 | 0 | 5 | -3 | -2 | -3
CC(OC(=O)c1cc2sccc2n1C)C(=O)NC(C)(C)C (centres undefined) | -2 | 3 | 2 | -1 | 2 | 8 | 12 | 2 | 1
O=C(Nc1ccccc1)C(Cc1ccccc1)NC(=O)C12CC3CC(CC(C3)C1)C2 (centres undefined) | 7 | -2 | 1 | -3 | 2 | 6 | -2 | -3 | 0
COC(=O)/C=C1\SC(=Nc2ccc(OC)cc2)NC1=O | 5 | 3 | 8 | -2 | 0 | 8 | 1 | -2 | -7
CCC(CO)Oc1cc(NCc2ccccc2)c2ncn(C(C)C)c2c1 (centres undefined) | -5 | 7 | . | . | . | 4 | 11 | . | -10
COc1ccc(S(=O)(=O)NCCc2nnc3ccc(SCc4cccnc4)nn23)cc1 | -4 | 1 | 12 | 3 | 2 | -1 | 3 | 1 | -1
COc1ccnc(-n2cccc2C#N)c1C#N | 9 | 2 | 2 | -1 | 1 | -1 | 5 | 2 | -5
CC(C)(C)N(CC#CCC1(O)c2ccccc2-c2ccccc21)CCO | 8 | -3 | 2 | -2 | -1 | 3 | 1 | -2 | -3
O=C1Nc2cc3c(cc2C1=O)sc1ccccc13 | . | 10 | 28 | 9 | 3 | . | . | 7 | -6
